GLD-1 RNA inh – GLD-1-TGE RNA interaction inhibition (C. elegans); purified GLD-1 + fluorescein TGE RNA, fluorescence polarization; 320,000 tested, 0.44% active; inhibition, % at 5.96 µM; Q17339; AID 2280;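 active = percent inhibition above a per-plate cutoff, the plate mean of test compounds plus 3 SD, cut at about 30% in these data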;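 note: 0% = DMSO wells with GLD-1 and probe and 100% = wells lacking GLD-1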
Target sequence (Q17339 whole entry, looked up): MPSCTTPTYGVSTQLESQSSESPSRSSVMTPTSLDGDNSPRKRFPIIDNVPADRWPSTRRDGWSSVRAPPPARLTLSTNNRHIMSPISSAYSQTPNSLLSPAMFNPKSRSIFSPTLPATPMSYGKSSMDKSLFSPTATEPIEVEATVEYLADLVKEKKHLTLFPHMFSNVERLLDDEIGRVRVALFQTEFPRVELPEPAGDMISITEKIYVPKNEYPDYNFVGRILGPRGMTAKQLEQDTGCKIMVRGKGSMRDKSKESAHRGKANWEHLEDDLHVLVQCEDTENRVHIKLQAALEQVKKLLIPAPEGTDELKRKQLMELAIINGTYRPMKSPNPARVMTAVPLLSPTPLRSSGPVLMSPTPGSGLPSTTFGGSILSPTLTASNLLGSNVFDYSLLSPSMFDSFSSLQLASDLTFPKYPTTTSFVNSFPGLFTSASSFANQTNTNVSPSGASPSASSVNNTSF
BCLXL inh – Bcl-xL (human) inhibition. Q07817. GST-Bcl-xL / FITC-Bim BH3 peptide fluorescence polarization. inhibition, % at 10.9 µM. 320,000 tested, 0.7% active. AID 2129;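 active = inhibition above the mean of all tested compounds plus 3 SD, cutoff set per campaign, cut at about 30% in these data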;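 note: 0% = DMSO wells and 100% = unlabeled Bim-BH3 peptide competitor; inhibitors lower millipolarization by displacing the labeled peptide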
Yeast superoxide – caloric restriction mimetics inhibiting age-related superoxide in yeast; S. cerevisiae aged cells, superoxide DHE fluorescence; hits give low values; superoxide response (% of plate mean), % at 10 µM; 330,000 tested, 0.18% active; AID 2690;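 active = superoxide response under a set limit, about three screen SD below normal, cut at about 65% in these data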;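 note: yeast aged for seven days with compound at 30 °C before DHE staining; 100% = average MFI of all compound-treated wells on the plate with controls excluded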
Fam108B counter – blocks mouse Fam108B hydrolase in RBBP9 counter-screen; recombinant Fam108B, FP-Rh probe fluorescence polarization; 300,000 tested, 0.33% active; AID 1947; inhibition, % at 9.51 µM;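 active = inhibition above the screen mean inhibition plus 3 SD, computed separately per campaign, cut at about 18% in these data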;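 note: inhibitors lower polarization as less probe binds the enzyme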
Efflux pump inh – inhibitors of Candida antifungal efflux pumps expressed in yeast; inhibition, % at 10 µM; AID 485275; S. cerevisiae Candida pump triplex, Nile Red efflux; 330,000 tested, 0.44% active;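 active = plate passing quality check with inhibition over a set limit, or well fluorescence over plate mean plus 4 SD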;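 note: Nile Red retained in pooled yeast measured as flow cytometry median fluorescence; 0% = buffer negative control and 100% = Enniatin B positive control; higher means more Nile Red kept so more efflux inhibition; some compounds called inactive have numbers as strong as hits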
EBNA-1 inhibitor – blocks EBNA-1 binding to DNA; 300,000 tested, 0.34% active; inhibition, % at 14.8 µM; EBNA-1 DNA binding, fluorescence polarization; AID 1950; in the data active = inhibition above about 28%
MCL1 BIM primary – inhibitors of human MCL1 binding to BIM-BH3 peptide; Q07820; GST-MCL1 / FITC-Bim-BH3 fluorescence polarization; inhibition, % at 10.9 µM; 320,000 tested, 0.68% active; AID 2057;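 active = inhibition above the mean inhibition of all tested compounds plus 3 SD, set per campaign, cut at about 40% in these data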;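 note: 0% = DMSO wells and 100% = unlabeled Bim-BH3 peptide control; higher means more loss of mP so more displacement of Bim peptide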
Target sequence (Q07820 whole entry, looked up): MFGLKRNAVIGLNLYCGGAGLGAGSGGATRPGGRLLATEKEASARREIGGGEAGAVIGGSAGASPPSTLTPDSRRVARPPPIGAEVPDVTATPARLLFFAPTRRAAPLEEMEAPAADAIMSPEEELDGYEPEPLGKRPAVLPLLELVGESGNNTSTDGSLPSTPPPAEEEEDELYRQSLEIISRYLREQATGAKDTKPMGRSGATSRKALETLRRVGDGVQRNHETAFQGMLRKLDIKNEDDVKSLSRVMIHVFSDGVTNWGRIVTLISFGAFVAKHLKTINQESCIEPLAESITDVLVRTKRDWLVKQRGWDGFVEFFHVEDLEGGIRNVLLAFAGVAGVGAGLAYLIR
ZTA counter – ZTA (EBV) inhibition in EBNA-1 counter-screen; P03206; 320,000 tested, 0.15% active; ZTA-DNA binding, fluorescence polarization; inhibition, % at 11 µM; in the data active = inhibition above about 33%
Target sequence (P03206 whole entry, looked up): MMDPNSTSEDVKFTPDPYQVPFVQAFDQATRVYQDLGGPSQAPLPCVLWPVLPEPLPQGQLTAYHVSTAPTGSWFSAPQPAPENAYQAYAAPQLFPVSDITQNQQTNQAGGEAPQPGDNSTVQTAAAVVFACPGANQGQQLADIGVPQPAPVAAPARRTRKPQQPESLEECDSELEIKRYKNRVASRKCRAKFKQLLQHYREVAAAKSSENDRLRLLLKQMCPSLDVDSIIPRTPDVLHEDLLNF
MEX-5 binding – C. elegans MEX-5 TCR-2 RNA binding activity | MEX-5/FITC-TCR2 RNA binding, fluorescence polarization; hits give low values | 300,000 tested, 0.38% active | activity score (negative = inhibition of binding), % at 10 µM | AID 1832;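 active = inhibition past about -25% in most replicates, and total fluorescence under double the plate's negative control median, limit read from the data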;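 note: 0% = DMSO and -100% = 5 µM competing unlabeled TCR2 RNA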
An asterisk follows results filed as active; · = not tested or not shown.

SMILES	GLD-1 RNA inh	BCLXL inh	Yeast superoxide	Fam108B counter	Efflux pump inh	EBNA-1 inhibitor	MCL1 BIM primary	ZTA counter	MEX-5 binding
COc1cccc(CNc2ccccc2O)c1OCc1ccccc1F	0	6	96	9	0.6	-9	10	3	2.2
CCOC(=O)N1CCN(c2ccc(Cl)c(Cl)c2)CC1	6	1	88	3	0.2	-8	-5	-3	1.3
c1ccc(CN2CCOCCOCCOCCOCC2)cc1	9	1	77	3	-0.1	-4	11	-8	2.0
CS(=O)(=O)N1CCC(Oc2ccccc2C(=O)N2CCC[C@H]2CO)CC1	4	2	89	5	0.0	2	6	10	-2.4
CC(C)CCNC(=O)c1ccccc1NC(=O)C1=CSCCO1	10	3	101	0	-0.1	16	-1	2	-0.9
C=CCNc1cc(C)oc(=O)c1C(=O)CC	7	-1	107	-4	-0.3	-8	3	-21	-0.2
Nc1ccc(C(=O)OCCCc2nc3ccccc3[nH]2)cc1	-1	6	81	3	0.0	1	5	-3	-0.4
Cc1ccc(C)c(OCC(=O)NC2CCCCCC2)c1	1	5	99	-2	0.0	-3	-2	-3	-0.4
COc1ccc(C2CC(=O)NC3=C2C(=O)CCC3)cc1Cl (configuration not stated)	-3	2	117	5	0.1	-2	-3	-3	2.3
CC(C)CN(C(=O)CN1CCN(c2ccc(O)cc2)CC1)c1c(N)n(CC(C)C)c(=O)[nH]c1=O	7	13	122	3	0.3	0	7	8	-4.5
COc1ccc(NC(=S)N2CCN(C(=O)C3CCCO3)CC2)c(OC)c1 (configuration not stated)	2	4	97	4	-0.4	-1	7	-3	-0.1
COc1ccccc1NC(=O)COC(=O)c1ccc(N2CCCC2=O)cc1	4	4	89	·	-0.3	·	-1	-16	·
COc1ccc(OC)c(NC(=O)c2ccc(OCC(=O)N3CCOCC3)c(OC)c2)c1	10	-4	109	-1	0.1	-2	-15	6	-1.4
CCOc1ccc(Br)cc1/C=N/O	4	-2	89	1	0.1	-4	-6	-1	0.7
COc1ccccc1OC(C)C(=O)Nc1nc(-c2ccc(S(=O)(=O)N3CCOCC3)cc2)cs1 (configuration not stated)	-4	1	79	-13	-0.1	0	8	6	2.4
Cc1cnc(C(=O)OCC(=O)NC(=O)NC(C)C)cn1	-3	14	103	2	0.0	17	-3	0	-0.6
S=c1[nH]nc(-c2ccc3ccccc3n2)n1Cc1ccccc1	7	-14	93	3	-0.2	2	-22	8	0.1
CCC(CC)c1nnc(NC(=O)CCc2ccccc2OC)s1	9	5	84	-1	0.1	5	-3	-8	0.2
CC(=C/c1ccc(C(C)C)cc1)/C=N/NC(=O)c1ccncc1	-2	-5	96	0	-0.1	3	-3	9	-0.9
Cc1ccc(S(=O)(=O)N2CCC(=O)N(C(COCc3ccc(Cl)cc3)Cc3ccccc3)CC2)cc1 (configuration not stated)	3	-1	98	-1	0.1	8	1	2	3.1
CCCCn1c(CN2CCN(C(=O)OCC)CC2)nc2c1c(=O)n(C)c(=O)n2C	0	7	99	-2	0.0	2	8	0	2.1
O=C(CC1C(=O)NCCN1Cc1cccc(Oc2ccccc2)c1)NCCc1ccncc1 (configuration not stated)	10	11	105	2	0.2	0	4	-2	-1.9
O=C(c1ccco1)N1CCCN(Cc2nc(-c3cccs3)no2)CC1	1	4	84	-5	-0.1	-2	2	-4	3.9
O=c1[nH]nc(-c2ccc(F)cc2)cc1Cc1ccccc1	9	3	95	0	0.0	1	11	-18	-2.3

14 consecutive records already listed:
SMILES	GLD-1 RNA inh	BCLXL inh	Yeast superoxide	Fam108B counter	Efflux pump inh	EBNA-1 inhibitor	MCL1 BIM primary	ZTA counter	MEX-5 binding
COc1ccc(NC(=S)N2CCN(C(=O)C3CCCO3)CC2)c(OC)c1 (configuration not stated)	2	4	97	4	-0.4	-1	7	-3	-0.1
COc1ccccc1NC(=O)COC(=O)c1ccc(N2CCCC2=O)cc1	4	4	89	·	-0.3	·	-1	-16	·
COc1ccc(OC)c(NC(=O)c2ccc(OCC(=O)N3CCOCC3)c(OC)c2)c1	10	-4	109	-1	0.1	-2	-15	6	-1.4
CCOc1ccc(Br)cc1/C=N/O	4	-2	89	1	0.1	-4	-6	-1	0.7
COc1ccccc1OC(C)C(=O)Nc1nc(-c2ccc(S(=O)(=O)N3CCOCC3)cc2)cs1 (configuration not stated)	-4	1	79	-13	-0.1	0	8	6	2.4
Cc1cnc(C(=O)OCC(=O)NC(=O)NC(C)C)cn1	-3	14	103	2	0.0	17	-3	0	-0.6
S=c1[nH]nc(-c2ccc3ccccc3n2)n1Cc1ccccc1	7	-14	93	3	-0.2	2	-22	8	0.1
CCC(CC)c1nnc(NC(=O)CCc2ccccc2OC)s1	9	5	84	-1	0.1	5	-3	-8	0.2
CC(=C/c1ccc(C(C)C)cc1)/C=N/NC(=O)c1ccncc1	-2	-5	96	0	-0.1	3	-3	9	-0.9
Cc1ccc(S(=O)(=O)N2CCC(=O)N(C(COCc3ccc(Cl)cc3)Cc3ccccc3)CC2)cc1 (configuration not stated)	3	-1	98	-1	0.1	8	1	2	3.1
CCCCn1c(CN2CCN(C(=O)OCC)CC2)nc2c1c(=O)n(C)c(=O)n2C	0	7	99	-2	0.0	2	8	0	2.1
O=C(CC1C(=O)NCCN1Cc1cccc(Oc2ccccc2)c1)NCCc1ccncc1 (configuration not stated)	10	11	105	2	0.2	0	4	-2	-1.9
O=C(c1ccco1)N1CCCN(Cc2nc(-c3cccs3)no2)CC1	1	4	84	-5	-0.1	-2	2	-4	3.9
O=c1[nH]nc(-c2ccc(F)cc2)cc1Cc1ccccc1	9	3	95	0	0.0	1	11	-18	-2.3

(next part)
SMILES	GLD-1 RNA inh	BCLXL inh	Yeast superoxide	Fam108B counter	Efflux pump inh	EBNA-1 inhibitor	MCL1 BIM primary	ZTA counter	MEX-5 binding
O=C(CSc1nnc2ccccn12)NNC(=O)c1cccc([N+](=O)[O-])c1	2	-4	101	·	-0.1	·	3	-17	·
Cc1cc(CCN2CCC(=O)NC2=S)ccc1OC(C)C	-4	2	107	1	0.0	5	0	7	-1.6
COc1cccc(C2NC(CCSC)(C(=O)O)C3C(=O)N(C(C)C)C(=O)C23)c1O (configuration not stated)	-2	5	99	0	-0.1	-11	2	15	1.4
O=c1c2c(-c3ccccc3)csc2nc2n1CCC2	1	5	97	2	0.0	5	9	-6	1.9
CCOC(=O)c1ccc(CNC(=O)Cn2nnc(-c3cccc(C)c3)n2)o1	-2	7	103	-1	-0.1	2	-1	13	-0.4
COCCN1CCN(C(=O)c2ccc3oc(CCCc4ccccc4)nc3c2)CC1	5	3	113	-1	-0.7	7	1	-6	-1.2
CSc1nnc(C2CCN(CC(=O)Nc3ccccc3N3CCOCC3)CC2)n1C(C)C	-3	8	100	1	0.2	-1	3	-3	-0.8
COc1ccccc1C(=O)Nc1cc2cc(Br)ccc2oc1=O	8	-1	109	-8	0.0	-2	-2	-19	0.9
Cc1ccc(-c2nnc(COC(=O)c3ccco3)o2)cc1	4	2	105	0	-0.1	12	4	-9	-1.6
COc1ccc(Cl)cc1-c1nc(-c2ccc(Br)o2)no1	0	3	94	3	0.0	-6	7	6	-1.7
Cc1ccc(NC(=O)C2C3C=CC4(O3)C2C(=O)N(CCCN2CCCCC2)C4C(=O)NC2CCCCC2)cc1C (configuration not stated)	-6	2	110	-5	0.1	-14	2	1	1.9
O=C(c1cccc(F)c1)N1CCN(C(=O)C2CC2)CC1	-5	3	101	3	-0.1	5	3	-13	1.2
C=CCOC(=O)C1=C[C@H](c2coc3ccccc3c2=O)C[C@H](OCCCCO)O1	14	12	·	2	·	-1	10	-2	-2.4
O=C(c1ccco1)N1CCN(C(=O)c2oc(=O)c3ccccc3c2-c2ccccc2)CC1	0	5	101	-3	0.1	-4	5	-7	1.7
COc1ccc(C=O)cc1OC(=O)C1(C)Cc2ccccc2C(=O)O1 (configuration not stated)	5	0	103	4	0.5	-1	-7	-6	0.3
CCN1CCN(CCCNC(=O)Cn2cc3c(n2)CCCC3)CC1	-4	5	111	-4	-0.1	5	14	-19	-2.3
O=C(Nc1nc2c(s1)C(=O)CCC2)c1ccccc1	3	4	96	-2	0.0	-8	-4	1	1.4
CCC(CO)NC(=O)c1ccccc1C(F)(F)F (configuration not stated)	0	1	93	-6	0.0	13	2	20	-0.9
O=C1C2C3C=CC(C4CC34)C2C(=O)N1/N=C/c1ccc(-c2cccc([N+](=O)[O-])c2)o1 (configuration not stated)	9	4	114	3	-0.1	-10	3	-2	-1.7
CC1=C(C)SC(=C(C#N)c2nnc(N3CCOCC3)n2-c2ccccc2)S1	4	2	82	2	0.1	-3	2	-5	0.8
Cc1ccc(NC(=O)C2CC(=O)n3ncnc3N2)cc1C (configuration not stated)	-2	2	110	-6	0.1	4	5	0	1.6
CCCC1=C(C(=O)OCC)C(c2cc(Cl)cc(OC)c2OCc2ccccc2)NC(=O)N1 (configuration not stated)	4	2	84	0	0.1	-4	4	-2	2.7
CC1CCN(S(=O)(=O)c2ccc3c(c2)N(CC(=O)NCCCN2CCCC(C)C2)C(=O)CS3)CC1 (configuration not stated)	3	3	96	-2	0.1	-6	8	-7	0.0
Cc1ccc2c(C)c(C(=O)NCC(C)(C)N3CCOCC3)oc2c1C	1	3	88	3	-0.1	5	1	18	-1.0
CCOc1cccc(C(=O)Nc2cccnc2)c1	10	5	95	-2	-0.1	-2	-4	-5	-0.1
COc1ccc(/C=N/n2cnnc2SCc2ccc(OC)cc2)cc1	-1	6	103	3	0.2	-13	9	-1	-0.5
COCCn1c(SCC(=O)N2CCCCCC2)nc2c([nH]c3ccccc32)c1=O	7	2	91	-2	0.0	-3	7	12	-1.6
Cc1ccc(SCC(=O)OCC(=O)N(CCC#N)c2ccccc2)cc1	4	2	97	·	0.2	·	2	-10	·
NS(=O)(=O)c1ccc(NC(=O)CSc2cn[nH]n2)cc1	3	2	93	0	-0.1	-3	3	-2	-1.5
O=CNC1CCCc2c1[nH]c1ccc(Cl)cc21 (configuration not stated)	2	1	106	6	0.1	-13	-2	-5	-1.2
Cc1ccc(OCCNC(=O)c2ccccc2OCc2c(C)noc2C)cc1	5	-1	·	·	·	·	-2	-22	·
CCc1cc(=O)oc2cc(OCC(=O)NCCCN3CCOCC3)c(Cl)cc12	-3	8	90	2	-0.1	1	2	-14	0.5
CCCC(C(=O)NC(C)(C)C)N(CC1CCCO1)C(=O)CNS(=O)(=O)c1ccc(F)cc1 (configuration not stated)	7	4	105	4	0.2	-7	4	-11	-1.2

Compound profiles (already shown).
CCCC(C(=O)NC(C)(C)C)N(CC1CCCO1)C(=O)CNS(=O)(=O)c1ccc(F)cc1 (configuration not stated) in the list: GLD-1 RNA inh = 7; BCLXL inh = 4; Yeast superoxide = 105; Fam108B counter = 4; Efflux pump inh = 0.2; EBNA-1 inhibitor = -7; MCL1 BIM primary = 4; ZTA counter = -11; MEX-5 binding = -1.2
NS(=O)(=O)c1ccc(NC(=O)CSc2cn[nH]n2)cc1 in the list: GLD-1 RNA inh = 3; BCLXL inh = 2; Yeast superoxide = 93; Fam108B counter = 0; Efflux pump inh = -0.1; EBNA-1 inhibitor = -3; MCL1 BIM primary = 3; ZTA counter = -2; MEX-5 binding = -1.5

As entered above:
Entry of `C=CCOC(=O)C1=C[C@H](c2coc3ccccc3c2=O)C[C@H](OCCCCO)O1` in ZTA counter: -2
Entry of `CC(=C/c1ccc(C(C)C)cc1)/C=N/NC(=O)c1ccncc1` in EBNA-1 inhibitor: 3
